# RmlCD inh 1536: M. tuberculosis RmlC/RmlD inhibition; RmlC+RmlD coupled enzyme assay, percent inhibition; primary screen in compound mixtures; P9WH09+P9WH11; inhibition, % at 3.6 µM; 160,000 compounds, 0.03% hits; in the data active = inhibition mostly above about 34%, no sharp cut-off; inconclusive = no clear call, values can overlap the other calls; inactive = mostly below about 22%; also: some results filed as inactive read as strong as hits
# Target sequence (P9WH09 whole entry, looked up): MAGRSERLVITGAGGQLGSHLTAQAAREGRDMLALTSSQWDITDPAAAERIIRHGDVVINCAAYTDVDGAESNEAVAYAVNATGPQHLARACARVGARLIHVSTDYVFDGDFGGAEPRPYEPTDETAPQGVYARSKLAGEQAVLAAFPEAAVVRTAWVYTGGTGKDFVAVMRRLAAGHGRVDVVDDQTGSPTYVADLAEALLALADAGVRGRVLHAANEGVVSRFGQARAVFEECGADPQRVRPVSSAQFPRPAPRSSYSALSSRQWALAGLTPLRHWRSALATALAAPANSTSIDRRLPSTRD
# Target sequence (P9WH11 whole entry, looked up): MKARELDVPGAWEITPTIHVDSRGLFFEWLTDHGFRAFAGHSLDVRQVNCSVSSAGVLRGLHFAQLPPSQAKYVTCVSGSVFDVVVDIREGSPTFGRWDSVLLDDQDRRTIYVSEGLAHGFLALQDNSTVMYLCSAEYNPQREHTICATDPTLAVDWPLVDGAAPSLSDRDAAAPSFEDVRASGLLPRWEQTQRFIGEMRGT
# M. tuberculosis GlmU: inhibition of mycobacterial GlmU enzyme – biochemical, glucosamine-1-phosphate acetyltransferase (AID 1376) | M. tuberculosis GlmU acetyltransferase enzyme assay; higher % means a stronger effect | one-dose inhibition, %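 (tested at 30 µM in the primary screen)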; IC50 in µM for titrated hits | 220,000 compounds, 0.25% hits; in the data active = inhibition above about 13%; inconclusive = no clear call, values can overlap the other calls;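 also: 0% = complete reaction with vehicle and 100% = reaction without substrate; strong numbers were not always called active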
# Starred values were filed as active, the others as inactive; ? = inconclusive; nt = no result given.
SMILES,RmlCD inh 1536,M. tuberculosis GlmU
CCOC(=O)C1=C(C)NC(C)=C(C(=O)OCC)C1c1ccc(O)cc1,-12.1,7.0%
O=C(NCCN1CCOCC1)c1cc(Cl)ccc1[N+](=O)[O-],?,-4.6%
C/C(=N\NC(=O)CSc1nc(C)cc(C)n1)c1ccc2c(c1)OCCO2,22.0,4.6%
COc1ccc(C(=O)CSc2n[nH]c(C)n2)cc1[N+](=O)[O-],9.8,-3.9%
C=CP(=O)(O)c1ccccc1,-2.2,5.8%
CCN1CCN(c2ncnc3ccc(Br)cc23)CC1,1.0,-0.7%
COc1ccc(-c2cc3ccccc3s2)cc1[C@H]1[C@H]2C=CC[C@@H](C)[C@@H]2C(=O)N1Cc1ccccc1,nt,0.8%
Cn1nc(C(F)(F)F)c(C#N)c1N1CCN(c2ccccc2)CC1,-5.2,0.4%
O=C(COC(=O)C1CCCN1C(=O)c1cccs1)c1ccccc1 (stereo unspecified),nt,0.8%
O=C(CSc1cccc2cccnc12)Nc1ccc(S(=O)(=O)N2CCOCC2)cc1,-13.5,21.2%
Cc1nc(-c2coc3cc(C)c(N=O)c(O)c3/c2=N\N)cs1,4.1,5.6%
COc1cccc(NC(=O)Cn2c(=O)n(-c3cc(OC)c(OC)c(OC)c3)c(=O)c3ccccc32)c1,11.2,2.2%
O=C(O)c1ccc2c(c1)CC(c1ccccc1)OC2=O (stereo unspecified),18.1,2.2%
CCc1ccc(Nc2c([N+](=O)[O-])c(=O)oc3ccccc23)cc1,nt,2.9%
CCOC(=O)C1=C(c2ccccc2)N(C)C(=O)NC1c1ccc(O)c(OC)c1 (stereo unspecified),nt,-0.5%
CC(CC(=O)O)CC(=O)Nc1cc([N+](=O)[O-])ccc1O (stereo unspecified),-9.6,-6.4%
Cc1nn(Cc2ccccc2)c(Cl)c1C(=O)O,4.8,-5.5%
COc1ccc(-c2csc3ncnc(Oc4cccc5ccc(C)nc45)c23)cc1,32.6,1.1%
Cc1c(N2CCCC2)cc2c(c1NC(=O)c1ccccc1Cl)C(C)(C)CC2(C)C,-3.2,4.3%
Cc1ccc2nc(C3CCN(CC(=O)Nc4ccc5c(c4)OCCO5)CC3)[nH]c2c1,nt,-0.5%
CCCS(=O)(=O)N1CCC(C(=O)NCCCOCC)CC1,11.4,-3.9%
COC(=O)c1ccc(CSc2nnc(-c3ccncc3)o2)o1,nt,1.1%
COc1ccc(-c2nc(C)c(C(C)=O)n2O)cc1[N+](=O)[O-],9.4,1.1%
FC(F)(F)C1=CC(c2ccc(Cl)cc2)=NCCN1,6.9,-3.3%
CC(=O)N1CCN(CC(O)COc2ccc(OCc3ccccc3)cc2)CC1 (stereo unspecified),0.9,-3.7%
COCCCn1c2nc3ccccc3nc2c2c(=O)n(Cc3ccc(Cl)cc3)cnc21,nt,-0.8%
NC(=NCCc1c[nH]c2ccccc12)NS(=O)(=O)c1ccc2ccccc2c1,-5.1,0.2%
C/C(=N\NC(=S)NC(C)C)c1ccccc1OC(F)F,2.0,5.4%
Cc1ccccc1-c1nc(C#N)c(NCc2ccco2)o1,-12.9,-6.0%
Cc1ccc(-c2nn(-c3ccccc3)cc2CN(Cc2ccccc2)C(=O)CCC(=O)O)o1,10.0,2.4%
Cc1cccc(NC(=O)c2ccccc2NC(=O)C(C)(C)C)n1,nt,7.5%
CN(C(=O)Nc1ccc(S(=O)(=O)N(C)C)cc1)C1CCCCC1,-5.5,-0.9%
O=C(Cc1ccccc1)Nc1ccccc1N1CCOCC1,7.9,-2.8%
COC(=O)c1sccc1NC(=S)N1CCC(C(N)=O)CC1,-1.0,-0.6%
CCN(CC)S(=O)(=O)c1ccc(NC(=O)C(OC)c2ccccc2)cc1 (stereo unspecified),5.8,0.1%
CCN1C(=O)/C(=C2/SC(C)=C(C)N2CC)SC1=S,-7.6,-6.7%
O=C(NCc1cccnc1)c1cc(-c2ccc(Cl)cc2)oc1C(F)(F)F,-7.2,0.8%
O=C(/C=C/c1ccccc1)NC(=S)Nc1ccc(N2CCOCC2)cc1,nt,-0.1%
Cc1nc(C(=O)O)nn1-c1cc(Cl)ccc1Cl,4.0,1.9%
Cc1ccc(S(=O)(=O)N(CC(=O)NCc2ccco2)Cc2ccccc2F)cc1,-3.0,0.9%
NS(=O)(=O)c1ccc(CCNC(=O)NC2(C(F)(F)F)Oc3ccccc3O2)cc1,nt,-3.2%
CCOC(=O)CSc1nc(C)cc(C)c1C#N,-7.5,2.9%
CCOC(=O)Cc1csc(N/C(=N/S(=O)(=O)c2ccc(F)cc2F)c2ccccc2)n1,-11.1,-3.1%
CCN(CC(=O)NC(C)C)C(=O)CCNC(=O)c1ccc(Cl)cc1,nt,7.3%
Cc1ccc(CC(=O)N2CCN(c3cccc(C(F)(F)F)c3)CC2)cc1,nt,0.9%
Cc1cc(NC(=O)COC(=O)C2CCN(S(=O)(=O)c3cccc(Cl)c3Cl)CC2)no1,62.1,-1.3%
COc1ccc(N=C2NC(=O)/C(=C/c3ccco3)S2)cc1,4.0,-3.6%
CCOc1ccc(NCC(=O)Nc2ccc(C)cc2C)cc1,17.8,5.7%
O=C(NCC1CCCO1)C(c1cccnc1)N(C(=O)Cc1cccs1)c1cccnc1 (stereo unspecified),0.2,-3.6%
COC(=O)c1ccc(NC(=O)c2ccccc2N(C)S(=O)(=O)c2ccccc2)cc1,-1.1,nt
Cc1sc(NC(=O)CSc2nnc(COc3ccccc3)n2C)c(C#N)c1C,7.5,1.4%
COc1ccc(N(CC(=O)NC2CCCC2)S(=O)(=O)c2c(C)[nH]c(=O)[nH]c2=O)cc1,-10.1,-0.1%
COCCSc1ccccc1C(=O)NCc1ccc2c(c1)OCO2,nt,-2.4%
C=C(C)Cn1c(CCNC(=O)CC)nc2ccccc21,5.3,-4.7%
COc1ccc(-c2noc(CCCC(=O)NCCc3ccccc3)n2)cc1OC,2.9,1.5%
CCc1ccc2[nH]cc(C(=O)OCCOC)c(=O)c2c1,-3.8,-4.5%
C/C(=N\Nc1cccc(Cl)c1)C1(C)N(O)C(C)(C)C(c2ccco2)=[N+]1[O-] (stereo unspecified),6.7,-1.2%
CCOC(=O)c1oc2ccccc2c1NC(=O)c1cccc(OC)c1OC,?,8.4%
O=S(=O)(c1ccc(OCC(O)CN2CCc3ccccc3C2)cc1)N1CCOCC1 (stereo unspecified),-7.1,2.2%
Cc1ccc(C(=O)N/N=C\c2ccccc2[N+](=O)[O-])cn1,-4.9,-0.5%

# Continuation:
SMILES,RmlCD inh 1536,M. tuberculosis GlmU
C[C@@H](CN1C2=NC[C@H](Cc3ccc(O)cc3)N2C[C@H]1Cc1ccc(O)cc1)NC(=O)CCC1CCCCC1,nt,-11.0%
COC(=O)C(Cc1cnc[nH]1)NC(=O)C1CCC(=O)N1 (stereo unspecified),8.7,0.2%
CC(=O)Nc1ccc(S(=O)(=O)N(Cc2ccccc2)c2ccccc2)cc1,-12.8,3.5%
O=C(COC(=O)c1cccnc1Cl)Nc1cccc(S(=O)(=O)N2CCCCC2)c1,20.7,-1.3%
O=[N+]([O-])C1=CC=C2C(=NC3(CCCCC3)N2O)C1=NCCO,4.5,nt
COc1ccccc1OCC(=O)N(Cc1nc(-c2ccc(Cl)cc2)no1)C(C)C,2.4,-3.9%
COc1cc(/C=C/C(=O)NC(C)CCc2ccccc2)cc(OC)c1OC (stereo unspecified),9.5,2.0%
O=[N+]([O-])c1cc(-n2cccc2)ccc1N1CCOCC1,11.8,0.8%
CCCCNS(=O)(=O)c1ccc(S(=O)(=O)n2cnc3ccccc32)cc1,nt,3.0%
CC(C)NS(=O)(=O)c1ccc(OCC(=O)Nc2ccc3c(c2)OCCO3)cc1,-3.2,-6.3%
N#Cc1ccc(-c2ccc(F)cc2)nc1Oc1ccc(Cl)c(Cl)c1,6.0,0.2%
CC1=[N+]([O-])C(N2CCOCC2)C(O)(c2ccccc2)C1 (stereo unspecified),3.7,2.6%
Cc1ccc(CNC(=O)CCOc2ccc(C(C)(C)C)cc2)cc1,-4.4,6.8%
CCOCCCn1cnc2c3cc(F)ccc3n(C)c2c1=O,4.7,5.3%
CC(C)C(=O)Nc1ncc(Cc2cccc(Cl)c2)s1,-9.2,-1.4%
CCOc1ccc(-n2nnc3c(=O)n(CC(=O)c4ccccc4)cnc32)cc1,nt,0.2%
CC(C)CC(c1nnnn1C(C)(C)C)N1CCN(Cc2ccccc2)CC1 (stereo unspecified),2.4,-5.2%
COc1ccc(C2SCC(=O)N2c2nc3ccccc3s2)cc1 (stereo unspecified),7.2,1.8%
O=C(CSCc1ccc(Cl)cc1)Nc1cccc(C(=O)Nc2ccccc2C(=O)O)c1,9.6,7.1%
Cc1nc2ccccc2c(=O)n1/N=C/c1ccncc1,8.2,2.5%
CCNC(=O)/C(C#N)=C/c1c(N(Cc2ccccc2)Cc2ccccc2)nc2ccccn2c1=O,-12.5,-1.0%
COC(=O)c1cccnc1NC(=S)NC1CCCCC1,-4.9,1.3%
FC(F)(F)c1ccc(NC(=S)NCc2ccccc2)cc1,-3.5,3.7%
COc1ccc2nc(SCc3ccccc3C)nc(C)c2c1,37.6,-6.2%

# Reformatted: results already given.
# Each structure is followed by: RmlCD inh 1536	M. tuberculosis GlmU
- CCOCCCn1cnc2c3cc(F)ccc3n(C)c2c1=O
    4.7	5.3%
- COc1ccc2nc(SCc3ccccc3C)nc(C)c2c1
    37.6	-6.2%
- FC(F)(F)c1ccc(NC(=S)NCc2ccccc2)cc1
    -3.5	3.7%
- Cc1nc2ccccc2c(=O)n1/N=C/c1ccncc1
    8.2	2.5%

# The listing continues.
SMILES,RmlCD inh 1536,M. tuberculosis GlmU
C/C(=N\NC(=O)Cn1cnc2ccccc21)c1cccs1,4.3,8.3%
CNC(=O)CSc1nnnn1-c1ccc2c(c1)OCCO2,nt,0.6%
O=C(CN1C(=O)COc2ccccc21)c1ccc(Cl)cc1,7.2,5.4%
CC1(c2ccccc2)NCCN2C(=O)CSC21 (stereo unspecified),-3.2,2.6%
CNC(=O)Nc1ccc(C(O)(C(=O)OC)C(F)(F)F)cc1 (stereo unspecified),4.7,-0.4%
CCOc1cc([N+](=O)[O-])c2nc(N)sc2c1,3.1,1.1%
CN(C)C(CN1C(=O)C2CC=CCC2C1=O)c1cn(C)c2ccccc12 (stereo unspecified),7.5,1.1%
CN1CCCC(OC(=O)CCCCC(=O)OC2CCCN(C)C2)C1 (stereo unspecified),-6.8,2.2%
O=C(Nc1ccccc1F)c1ccc(Cn2cc(Cl)cn2)cc1,9.0,6.0%
CC1Cc2ccccc2N1C(=O)CN1C(=O)NC(C)(c2ccc3c(c2)OCCO3)C1=O (stereo unspecified),31.7,2.4%
CCOc1ccc2nc(SCC3CC3(Cl)Cl)[nH]c2c1 (stereo unspecified),-14.9,5.0%
CN(C)c1cccc(C(=O)OCC(=O)Nc2nccs2)c1,?,-5.7%
CSc1nnc(SCc2nc3sc(C(=O)O)c(C)c3c(=O)[nH]2)s1,-8.0,76.2µM*
C=CCOc1ccc(CNn2cn[nH]c2=S)cc1OCC,-6.9,1.2%
Cc1ccc(C(C(=O)NC2CCCC2)N(C(=O)Cc2cccs2)c2cccc(C)c2C)o1 (stereo unspecified),10.0,-0.7%
CCN(CC)C(=O)CSc1nc2c(sc(=S)n2CC)c(=O)n1-c1ccccc1,nt,-1.1%
COc1ccccc1-n1ccnc1SCC(=O)NC(C)(C)C,-3.7,1.3%
CSc1nc(N(C)C)nc(N(C)C#N)n1,3.3,-2.3%
CN(C)c1ccc(CN(C(=O)/C=C/c2ccccc2Cl)C2CCS(=O)(=O)C2)cc1 (stereo unspecified),-12.6,1.7%
C#CCOCCOCCOCCNc1nc(N2CCN(C(=O)[C@H](Cc3ccc(O)cc3)n3cc([C@@H](N)C(C)CC)nn3)CC2)nc(N2CCN(C(=O)[C@H](Cc3cc4ccccc4[nH]3)n3cc([C@@H](N)C(C)CC)nn3)CC2)n1 (stereo partly specified),nt,-15.5%
Cn1nnnc1SCC(=O)N1CCc2ccccc21,-6.5,4.9%
Cc1cc(C)nc(-n2nc(C)cc2NC(=O)c2ccc(F)cc2F)n1,-8.4,5.3%
OC(CCCCN1CCCCC1)c1ccccc1 (stereo unspecified),5.0,2.8%
O=C(C1CCCN1S(=O)(=O)c1cccc2cccnc12)N1CCc2ccccc2C1 (stereo unspecified),nt,1.8%

# Entries of single compounds, looked up by structure. Values in the order: RmlCD inh 1536, M. tuberculosis GlmU
# Record of Cc1nc(-c2coc3cc(C)c(N=O)c(O)c3/c2=N\N)cs1 = 4.1, 5.6%
# Record of CC1(c2ccccc2)NCCN2C(=O)CSC21 (stereo unspecified) = -3.2, 2.6%
# Record of CCc1ccc(Nc2c([N+](=O)[O-])c(=O)oc3ccccc23)cc1 = nt, 2.9%
# Record of N#Cc1ccc(-c2ccc(F)cc2)nc1Oc1ccc(Cl)c(Cl)c1 = 6.0, 0.2%

# Continuation:
SMILES,RmlCD inh 1536,M. tuberculosis GlmU
Cc1csc(Sc2ccc(S(=O)(=O)N3CCCC3)cn2)n1,nt,-4.7%
O=c1cc(-c2ccc([N+](=O)[O-])cc2)c2ccc(O)cc2o1,-12.7,-5.2%
OC(COc1ccc(CN2CCSCC2)cc1)CN1CCCCC1 (stereo unspecified),0.3,1.3%
CCOC(=O)C1C(=O)NC(SCC(=O)OC)=C(C#N)C1c1ccccc1OCC (stereo unspecified),nt,-3.0%
Cc1ccc(C(=O)NNC(=O)C2CCCN(c3ncccn3)C2)cc1 (stereo unspecified),7.3,0.7%
CC(C)c1ccccc1NC(=O)COC(=O)Cc1ccsc1,-6.1,0.4%

# Arranged by length of the SMILES (lowest first): 3 of the compounds above
SMILES,RmlCD inh 1536,M. tuberculosis GlmU
Cc1csc(Sc2ccc(S(=O)(=O)N3CCCC3)cn2)n1,nt,-4.7%
O=c1cc(-c2ccc([N+](=O)[O-])cc2)c2ccc(O)cc2o1,-12.7,-5.2%
CCOC(=O)C1C(=O)NC(SCC(=O)OC)=C(C#N)C1c1ccccc1OCC (stereo unspecified),nt,-3.0%

# Screens from PubChem.

# A portion of the library; rates above refer to the full screens.
